Compound activity (PubChem BioAssay)
a7 integrin act – integrin-mediated muscular dystrophy alleviation activation; AID 624291; alpha7betagal myoblasts, beta-gal FDG fluorescence, 48 h; 0.064% of 350,000 active; Potency, µM (highest dose often 38.3 µM), for the others: top-dose activation, most hits filed as activators;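 further: potency means the concentration at half of the fitted maximal effect; 100% = response of the positive control SU9516; nearly all actives have a fitted effect of over 60% in size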
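Alpha7betagal+/- myoblasts (passage 13) were plated 16-24 hr, then exposed to compounds (1:260 dilution of DMSO stock) for 48 hours at 37C. After MPER lysis, β-galactosidase reporter activity was read as FDG fluorescence (ex 480/em 540) after 30 minutes.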
BCR signal inh – inhibitors of chronic active B-cell receptor signaling. 0.05% of 340,000 active. Potency, µM (top dose mostly 46.1 µM), inactives show at the top dose ratio change, negative = lower green/red ratio, usual class: inhibitors. AID 493014. ABC-DLBCL IkBa-CBG/CBR reporter, luminescence ratio, 4 h; active means well fitted inhibition curve with a large enough effect in the signal ratio, with a control signal flat, not every such curve was filed as active; inconclusive means small, poorly fitted or top-dose-only effect, or effect the other way, or a change in a side signal; the % refers to the signal ratio;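 further: potency means the concentration at half of the fitted maximal effect; plate controls were basal doxycycline-induced cells for no effect and cells given 10 µM MG132 for full effect; MG132 reads +100%, hits lower the ratio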
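Concentration-response series (up to 46 uM) were applied to TMD8 dual-reporter cells for 4 h at 37C with doxycycline. Green/red ratio, after filter-overlap correction, defined %Activity; red signal alone was normalised to basal cells and zero luminescence.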
Menin MLL FP TR – menin-MLL binding inhibition, Texas Red mutant peptide | Potency, µM (titrated, usually from 61.6 µM), inactives show top-dose FP activity change, negative = inhibition, most hits filed as inhibitors | O00255 | Menin + Texas Red MLL mutant peptide, fluorescence polarization | 0.23% of 270,000 active; active means well fitted inhibition curve with a large enough effect in the polarisation, with a control signal flat, not every such curve was filed as active; inconclusive means small, poorly fitted or top-dose-only effect, or effect the other way, or a change in a side signal; inactive means no such curve, though single readings can be large or run the other way; the % refers to the polarisation; further: potency means the concentration at half of the fitted maximal effect; % of control where 0% means no effect; many of its hits are not listed in these tables
PKM2 act – activators of human pyruvate kinase M2 | P14618 | purified PKM2, Kinase-Glo ATP luminescence, activation; response scale: 0% is enzyme alone, no compound | Potency, µM (highest dose often 57.5 µM), inactives show top-dose activation, actives largely listed as activators | 0.34% of 260,000 active | AID 1631; further: potency means the concentration at half of the fitted maximal effect; on the % scale 0 is the no-effect control and ±100 the full control effect; nearly all actives have a fitted effect of over 55% in size
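ATP formation by purified human PK-M2, quantified via coupled luciferase luminescence after 1 h at room temperature with 0.1 mM ADP and 0.5 mM PEP final.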
Giardia killer – Giardia lamblia killing | AID 540267 | Giardia lamblia trophozoite viability | activity change, % at 7.66 µM, hits read low | 0.15% of 340,000 active; in the data active means activity change below about -80%; inconclusive means between about -30% and that limit;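 further: parasites exposed to compound for two days anaerobically before the ATP read; on the % scale 0 is the no-effect control and ±100 the full control effect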
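Media and compound were dispensed first, then trophozoites at 100 cells/well; plates sat 48 hrs at 37 deg C without oxygen before ATP luminescence reagent was added and read after 15-30 min at room temperature.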
Coupling enz – inhibits coupling enzyme system, counter-screen for aldolase hits. coupling enzyme system counterscreen, AmpLite Red fluorescence. 0.67% of 290,000 active. activity change, negative = inhibition, % at 58.2 µM, hits read low; in the data active means activity change below about -30%; further: on the % scale 0 is the no-effect control and ±100 the full control effect
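Coupling enzymes only (glyceraldehyde-3-phosphate) + compound, at 57.5 uM final, 10 min RT; add substrate/coupling/AmpLite Red mix, 20 min RT; fluorescence ex 525/em 598 nm. Actives flag coupling-system interference.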
B2AR arrestin – recruits beta-arrestin to the human beta2-adrenergic receptor; P07550; beta-arrestin recruitment to beta2AR, cell-based reporter; Potency, µM (highest dose often 46.1 µM), for inactives: top-dose activation, usual class: activators; 0.02% of 330,000 active; AID 492947;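 further: potency means the concentration at half of the fitted maximal effect; 0% = DMSO controls and full agonism = EC100 isoproterenol or metaproterenol; nearly all actives have a fitted effect of over 65% in size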
Tb PFK inh – blocks T. brucei phosphofructokinase; O15648; T. brucei PFK, ADP-Glo luminescence; Potency, µM (top dose mostly 57.5 µM), inactives show at the top dose activity, negative = inhibition, usual class: inhibitors; 0.17% of 330,000 active; AID 485367;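 further: potency means the concentration at half of the fitted maximal effect; 0% = uninhibited 1x PFK enzyme wells and -100% = no-enzyme wells; nearly all actives have a fitted effect of over 60% in size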
Target sequence (O15648 whole entry, looked up): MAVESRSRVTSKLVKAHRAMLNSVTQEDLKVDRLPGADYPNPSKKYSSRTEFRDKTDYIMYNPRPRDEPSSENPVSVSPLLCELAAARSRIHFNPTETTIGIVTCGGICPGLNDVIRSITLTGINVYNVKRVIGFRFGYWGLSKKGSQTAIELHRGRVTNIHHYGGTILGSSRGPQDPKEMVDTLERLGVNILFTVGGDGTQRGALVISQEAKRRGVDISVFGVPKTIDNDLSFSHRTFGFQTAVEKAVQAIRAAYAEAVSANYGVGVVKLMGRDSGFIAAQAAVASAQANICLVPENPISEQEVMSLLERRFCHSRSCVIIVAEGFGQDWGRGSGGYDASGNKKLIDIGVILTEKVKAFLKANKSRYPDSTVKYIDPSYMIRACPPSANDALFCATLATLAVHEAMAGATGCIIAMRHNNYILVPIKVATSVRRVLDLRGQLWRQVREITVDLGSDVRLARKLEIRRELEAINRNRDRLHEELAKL
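In TEA buffer at pH 8.0 with 5 mM MgCl2, enzyme (1.25 nM) converted F6P (0.5 mM) and ATP (0.1 mM) for 45 min at room temperature. ADP product was read by luciferase luminescence.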
PTAP TSG101 blk – blocks PTAP/TSG101 interaction to inhibit HIV-1 budding; Q99816; Fluorescence polarization, FITC-PTAP peptide / Tsg101 binding; Potency, µM (top dose mostly 115 µM), for the others: at the top dose activity change, negative = inhibition, hits mostly inhibitors; 340,000 tested, under 10 active; AID 493005; active means well fitted inhibition curve with a large enough effect in the main read-out, with a control signal flat, not every such curve was filed as active; inconclusive means small, poorly fitted or top-dose-only effect, or effect the other way, or a change in a side signal; inactive means no such curve, though single readings can be large or run the other way; further: potency means the concentration at half of the fitted maximal effect; % of control where 0% means no effect
Target sequence (Q99816 whole entry, looked up): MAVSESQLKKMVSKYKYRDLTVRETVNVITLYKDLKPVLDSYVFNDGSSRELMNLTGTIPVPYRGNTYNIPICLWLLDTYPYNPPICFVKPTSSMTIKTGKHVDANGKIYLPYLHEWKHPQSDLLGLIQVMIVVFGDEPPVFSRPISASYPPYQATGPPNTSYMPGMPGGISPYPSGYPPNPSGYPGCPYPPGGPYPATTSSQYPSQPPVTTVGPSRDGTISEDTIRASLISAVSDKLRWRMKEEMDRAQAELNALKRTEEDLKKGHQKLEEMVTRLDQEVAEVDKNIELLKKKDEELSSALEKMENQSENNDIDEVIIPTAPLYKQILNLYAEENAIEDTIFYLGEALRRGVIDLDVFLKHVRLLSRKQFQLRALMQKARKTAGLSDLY
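FP read-out: FITC-PTAP peptide, 50 nM final, binding Tsg101 binding domain, 10 uM final; 20 min, r.t.; 10 mM HEPES pH 7.5, 0.15 M NaCl, 0.01% Tween 20, 3 mM EDTA, 0.1 mM TCEP.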
GALK inh – galactokinase (human) inhibition; P51570; Purified GALK, Kinase-Glo residual ATP luminescence; Potency, µM (series often up to 57.5 µM), for the others: at the top dose activity change, negative = inhibition, most hits filed as inhibitors; 0.007% of 270,000 active; further: potency means the concentration at half of the fitted maximal effect; on the % scale 0 is the no-effect control and ±100 the full control effect
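The enzyme phosphorylates galactose (100 uM) using ATP (35 uM); inhibition is detected as higher residual ATP, quantified by bioluminescence after 1 h reaction at room temperature, pH 8.0.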
S-ASM inh – blocks human secretory acid sphingomyelinase; placental ASM, HMU-PC fluorogenic substrate, 60 min; Potency, µM (doses to about 57.5 µM), without a hit: top-dose activity change, negative = inhibition, actives largely listed as inhibitors; 0.006% of 340,000 active; AID 504937; further: potency means the concentration at half of the fitted maximal effect
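Human placenta-derived ASM enzyme was preincubated with compound for 10 minutes at room temperature, then given fluorogenic substrate HMU-PC0 (9 uM final) for 60 minutes at 37 °C; a pH 10 stop preceded fluorescence reading at Ex 386/Em 447 nm.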
* marks the source's active call; other numbers are inactive results; i = inactive; u = inconclusive; x = not tested or not shown; [ ] = dose if it differs, or a comment. Unless noted, the call rests on the fitted dose curve; in most records, active means well fitted curve in the direction sought with a large enough effect; inconclusive means small, poorly fitted or top-dose-only effect, or another doubt; inactive means no such curve, though single readings can be large; an effect the other way counts as inactive or inconclusive. The list is partial (hit frequency here may not be typical).

SMILES | a7 integrin act | BCR signal inh | Menin MLL FP TR | PKM2 act | Giardia killer | Coupling enz | B2AR arrestin | Tb PFK inh | PTAP TSG101 blk | GALK inh | S-ASM inh
Cc1cc(C)c2nc(NC(=O)c3ccc4c(=O)n5c(nc4c3)CCCCC5)sc2c1 | 3% | 1% | 14% | 2% | -13 | 2 | -0.7% | -8% | -2% | 0% | 7%
COc1ccccc1C1=NNC(=Nc2cccc(S(=O)(=O)N(C)C)c2)SC1 | -65%[inhibitor] | u | -28% | -4% | 11 | -2 | 0.2% | -10% | 0% | 9% | 0%
CC1(OC(=O)c2ccco2)C(=O)C=C2C=C(C3CC3)OC=C2C1=O (centres undefined) | 0% | x | 21% | x | -5 | 2 | x | x | -8% | x | 0%
O=c1c2[nH]c3ccccc3c2nc2n1CCS2 | -33% | -5% | 21% | 0% | 6 | 3 | 0.0% | -3% | -1% | 5% | -1%
NC(=O)NCc1ccc(F)cc1 | 3% | -8% | 15% | -4% | -14 | 7 | -0.8% | -26% | -5% | 2% | -1%
Cc1ccn2cc(-c3ccc(NC(=O)c4ccco4)cc3)nc2c1 | -57%[inhibitor] | u | -7% | -15% | 7 | -4 | -0.1% | -1% | 1% | 2% | -1%
O=C(COc1ccc2c3c(c(=O)oc2c1)CCC3)Nc1ccccn1 | u | u | x | x | 0 | x | 0.3% | -2% | 1% | 4% | 5%
Cc1cccc(Nc2nnc(-c3ccc(N4CCOCC4)c([N+](=O)[O-])c3)c3ccccc23)c1 | 0% | 3% | -5% | -2% | -15 | 1 | -0.5% | 1% | -1% | 3% | -19%
O=C(N/N=C/c1ccccn1)c1cccc([N+](=O)[O-])c1 | -57%[inhibitor] | u | -3% | -2% | -11 | 0 | -0.1% | 4% | 1% | 10% | -3%
O=C(CCCN1C(=O)/C(=C/c2ccccc2)SC1=S)NCCCn1ccnc1 | 9% | u | x | x | 35[activator] | x | -0.2% | -1% | -5% | -1% | -6%
COc1ccc(N2CC(C(=O)NNC(=O)c3ccc(Br)cc3)CC2=O)c(OC)c1 (centres undefined) | 13% | -1% | x | x | 8 | x | 0.2% | 3% | -3% | x | x
CCN1CCN(C(=O)c2ccc(Cl)c(S(=O)(=O)N3CCCCCC3)c2)CC1 | -6% | 1% | -20% | 0% | 9 | 0 | -0.2% | 0% | -2% | 8% | 1%
COC(=O)[C@]1(Cc2ccccc2)N[C@H](CN(C)C(=O)Nc2ccccc2)[C@@H]2C(=O)N(C)C(=O)[C@@H]21 | 1% | 1% | x | x | -6 | x | -2.4% | 4% | -1% | x | 4%
COc1ccc(N(CC(=O)NC(C)C)C(=O)CCC(=O)Nc2ccccn2)cc1 | 15% | -2% | -1% | 0% | -10 | -2 | -0.5% | -2% | 0% | 0% | -2%
CCC(CC)c1nnc(NC(=O)c2cc([N+](=O)[O-])ccc2N2CCOCC2)s1 | 16% | -14% | x | x | -18 | x | 0.0% | 5% | -5% | x | -8%
O=C(CC1C(=O)NCCN1Cc1ccc(Cl)c(F)c1)NC1CCCCC1 (centres undefined) | 9% | 7% | x | 2% | -2 | x | -0.6% | 0% | x | -10% | 8%
O=C(CN1C(=O)CC(c2ccco2)Sc2ccccc21)Nc1ccccc1F (centres undefined) | 3% | u | 6% | u | 5 | 1 | -0.1% | 3% | -2% | -3% | 19%
O=C(Nc1ccc(N2CCCC2)cc1)c1ccc(Cl)cc1Cl | 19% | -2% | u | x | 3 | 5 | 0.3% | 1% | -2% | -2% | 3%
Cc1ccc(C2=N/C(=C\c3ccc(OS(=O)(=O)c4ccc(C)cc4)cc3)C(=O)O2)cc1 | 7% | 5% | 3% | 7% | 0 | 3 | -0.2% | -1% | 0% | x | 35%
COc1ccc(Nc2nnc(SCC(=O)c3cc4ccccc4o3)s2)cc1 | -15% | u | x | -18% | 2 | -18 | -0.1% | 2% | -2% | 0% | 1%
CC(=O)NC(=O)c1cnn(-c2ccccc2)c1N | u | -16% | x | 1% | -6 | 0 | 0.5% | 3% | -2% | -3% | -4%
Cn1nc(OCc2ccccc2)ccc1=O | 28% | u | -13% | u | -12 | -1 | 0.0% | 0% | -9% | 1% | 0%
Cc1ccc(N2C(=O)C3CCCN3C2=S)cc1 (centres undefined) | -31% | 2% | 6% | x | -2 | 1 | -0.5% | -4% | 0% | 11% | -6%
COc1cccc(C(=O)N(Cc2nc(-c3ccc(C)cc3)no2)C(C)C)c1 | 23% | -12% | -4% | -4% | 2 | 0 | 0.5% | -6% | -4% | -2% | -5%
Cn1c(=O)c2c(nc(N/N=C/c3ccco3)n2C)n(C)c1=O | 35% | u | -1% | 2% | 14 | -4 | 0.1% | -6% | -3% | 1% | -5%
Cc1cccc(OCCCC(=O)Nc2ccc(S(N)(=O)=O)cc2)c1 | 11% | -6% | 9% | 3% | 22 | 0 | 0.3% | 1% | -3% | 1% | 0%
COc1cc(S(=O)(=O)N2CCCCCC2)c(OC)cc1Br | -15% | -2% | -14% | 0% | -1 | 6 | -0.3% | -1% | -3% | 1% | 0%
O=C(CCNS(=O)(=O)c1cccc2nsnc12)NCc1ccccc1Cl | -8% | 2% | -5% | -4% | -10 | -1 | -0.1% | -6% | -1% | -1% | 2%
O=c1nc(N/N=C/C=C/c2ccccc2)cn[nH]1 | -2% | u | x | -17% | 7 | -5 | -0.3% | 0% | 1% | x | 0%
CC(C)(C)NCc1cc(Cl)ccc1OCc1cccs1 | -10% | u | -21% | 3% | 13 | 0 | 0.1% | 2% | 0% | -1% | 1%
CC(C(=O)Nc1ccc(S(=O)(=O)N2CCOCC2)cc1)N1C(=O)C2CC=CCC2C1=O (centres undefined) | 7% | -5% | -17% | -3% | -29 | 5 | 0.0% | 3% | -2% | 0% | -5%
COC(=O)C1(Cc2cc(-c3ccccc3)no2)CCN(C(=O)OC(C)(C)C)CC1 | 5% | u | -9% | -10% | 4 | 1 | -0.1% | 2% | -5% | x | -6%
Cc1ccc(CNC(=O)C2CCCN(S(=O)(=O)N3CC(C)CC(C)C3)C2)cc1 (centres undefined) | u | -8% | x | x | 10 | x | -1.0% | -1% | -1% | 5% | 5%
COc1ccc(N(CC(=O)NCCC2=CCCCC2)S(C)(=O)=O)cc1OC | -50%[inhibitor] | u | x | 2% | 4 | -1 | 13% | -1% | -2% | -1% | -3%
COc1ccc(CN(C)C(C)C(=O)Nc2cccc3ccccc23)cc1 (centres undefined) | -27% | 0% | -4% | 0% | -3 | 0 | -0.1% | 0% | -4% | 6% | -1%
CN(C)C=Nc1ccc2nn(-c3ccccc3)nc2c1 | 5% | u | -21% | 1% | u | -24 | -0.8% | -1% | 1% | x | i
CCOC(=O)C1CCN(C(=O)c2ccc(N3CCOCC3)c([N+](=O)[O-])c2)CC1 | -40%[inhibitor] | u | x | x | 6 | x | 0.0% | 2% | -3% | x | 0%
Cc1cc(C)nc(NC(N)=NCCc2c[nH]c3ccccc23)n1 | -15% | u | -5% | 13% | 6 | -2 | 0.2% | -14% | -5% | 0% | -5%
COc1cc(OC)c(NC(=O)CCCn2c(=O)oc3ccccc32)cc1Cl | 0% | -7% | 3% | -2% | 4 | -1 | -1.7% | -1% | 0% | 0% | 6%
COc1ccc2cc(N=Cc3nc(-c4ccc(C)cc4)oc3O)cnc2c1 | -4% | -1% | 4% | 4% | 8 | 3 | -0.2% | 5% | 2% | -3% | 29%
O=C(O)CNc1ncccc1[N+](=O)[O-] | 14% | 3% | -7% | 3% | -15 | 0 | -0.3% | 0% | 0% | 8% | 2%
COc1ccc(CC(=O)NNC(=S)NC(=O)c2cccnc2)cc1 | -12% | 7% | x | -2% | -19 | 3 | -1.1% | -9% | -1% | -1% | 2%
CC1Cc2cc(/C(O)=C3\C(=O)C(=O)N(CCN(C)C)C3c3ccccc3F)ccc2O1 (centres undefined) | 6% | u | -4% | -6% | -4 | 5 | -0.3% | 18% | -7% | -1% | 2%
O=c1oc2cc(OCc3c(F)cccc3Cl)ccc2cc1-c1ccccn1 | -2% | 4% | u | -2% | 7 | 2 | -0.3% | 1% | -2% | 3% | i
Cc1cc(C)n(CCC(=O)N/N=C/c2ccc(Br)c([N+](=O)[O-])c2)n1 | -42% | 12% | x | 6% | -23 | 1 | -0.1% | 6% | -2% | -1% | -1%
COc1ccc(O)c(C(=O)c2cc(C#N)c(=O)n(Cc3ccccc3)c2)c1 | -11% | 0% | 2% | 10% | 6 | 1 | 0.0% | -14% | 0% | -1% | 21%
CC(NC(=O)c1ccc2nc[nH]c2c1)c1ccccc1 (centres undefined) | 9% | 0% | 11% | 1% | 9 | 0 | -0.1% | -7% | 2% | 5% | -5%
